From PubChem
Tat transport: E. coli Tat transport inhibition; E. coli MC4100 TorA-mCherry Tat export, fluorescence; inhibition, % at 10 µM; 340,000 tested, 0.036% active;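 active = mean replicate inhibition at least 50% and at least half of replicates individually reaching 50%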;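 also: exported cargo escapes ClpAP degradation while cytoplasmic cargo is degraded and loses fluorescence; 0% = median of neutral control wells and 100% = median of NaSCN control wells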
cardiac RTF act: cardiac RTF calcium sensitization; 340,000 tested, 0.24% active; activation, % at 7.2 µM; AID 493008; P19429+P45379; IANBD-labeled TnC RTF fluorescence at EC20 calcium; 0% EC20 calcium, 100% full calcium;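 active = activation above the mean over all tested compounds plus 3 SD, cut at about 30% in these data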;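 also: rise in fluorescence read as greater calcium sensitivity of cardiac thin filaments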
Wnt bcat act: activates Wnt/beta-catenin signaling in a reporter cell assay | activator, plate reader | activation, % at 9.35 µM | 300,000 tested, 1.2% active | AID 743398; in the data active = activation above about 30%, passing the limit was not always enough;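 also: 0% = neutral control wells and 100% = positive control wells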
dFosB act: mouse delta FosB homodimer activation. 340,000 tested, 0.99% active. AID 493131. purified delta FosB, TAMRA-CDK5 oligo fluorescence polarization; percent of positive-control signal above neutral wells. activation, % at 25 µM;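 active = mean activation above about 17%, with every replicate also reaching it, limit read from the data, passing the limit was not always enough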;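 also: fluorescence polarization rise as delta FosB binds a TAMRA Cdk5 AP-1 oligo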
Rtt109 Vps75: blocks Candida albicans Rtt109/Vps75 acetyltransferase activity | purified Rtt109/Vps75, ThioGlo CoA-SH fluorescence, 4 h | inhibition, % at 34.9 µM | 330,000 tested, 0.16% active | AID 540336;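 active = inhibition of at least 50% in every replicate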
Target sequence (Q5AAJ8 whole entry, looked up): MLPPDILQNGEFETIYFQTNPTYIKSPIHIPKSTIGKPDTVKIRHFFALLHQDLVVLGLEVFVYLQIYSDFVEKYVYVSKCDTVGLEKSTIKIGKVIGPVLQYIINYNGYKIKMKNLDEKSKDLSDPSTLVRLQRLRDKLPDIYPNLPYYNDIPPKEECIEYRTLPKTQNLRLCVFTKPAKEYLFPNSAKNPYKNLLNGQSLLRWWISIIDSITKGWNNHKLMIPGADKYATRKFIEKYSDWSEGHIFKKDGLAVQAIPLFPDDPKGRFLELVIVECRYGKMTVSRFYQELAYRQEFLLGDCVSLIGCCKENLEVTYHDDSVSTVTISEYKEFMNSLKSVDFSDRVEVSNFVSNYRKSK
MITF act: MITF TRPM1 promoter activation in melanoma cells | SK-MEL-5 TRPM1-promoter luciferase, 24 h; % of positive control, neutral wells = 0 | activation, % at 12.5 µM | 300,000 tested, 0.75% active;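 active = mean activation of at least 80% with every replicate also reaching 80%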;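 also: 0% = neutral control wells and 100% = parthenolide positive control wells; values of inactives mirror those of a sister screen read the other way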
CAL PDZ FP-1: inhibitors of human CAL PDZ peptide binding; inhibition, % at 24.9 µM; 300,000 tested, 0.92% active; AID 602252; purified CAL PDZ, TMR-peptide fluorescence polarization, 1 h;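 active = mean inhibition of at least 30% with at least half of replicates also reaching 30%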;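 also: 0% = DMSO neutral control and 100% = excess unlabeled competitor peptide PRC23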
CDK5 inh: CDK5/p35 (human) kinase inhibition | Q00535+Q15078 | Recombinant CDK5/p35, ADP-Glo luminescence, 60 min | inhibition, % at 10 µM | 330,000 tested, 0.01% active;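 active = highest replicate inhibition of at least 50% and at least 75% of replicates reaching 50%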;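 also: plate controls were DMSO neutral control for no effect and GW8510 at 10 µM for full effect; many of its hits are not listed in these tables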
Target sequence (Q00535 whole entry, looked up): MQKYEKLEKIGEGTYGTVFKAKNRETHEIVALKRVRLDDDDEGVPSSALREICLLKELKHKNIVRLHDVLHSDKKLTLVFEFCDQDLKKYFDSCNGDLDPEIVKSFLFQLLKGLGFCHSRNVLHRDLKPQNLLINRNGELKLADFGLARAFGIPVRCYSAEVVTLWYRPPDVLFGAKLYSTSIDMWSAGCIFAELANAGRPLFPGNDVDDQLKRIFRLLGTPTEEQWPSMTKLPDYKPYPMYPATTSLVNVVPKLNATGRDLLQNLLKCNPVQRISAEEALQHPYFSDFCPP
Target sequence (Q15078 whole entry, looked up): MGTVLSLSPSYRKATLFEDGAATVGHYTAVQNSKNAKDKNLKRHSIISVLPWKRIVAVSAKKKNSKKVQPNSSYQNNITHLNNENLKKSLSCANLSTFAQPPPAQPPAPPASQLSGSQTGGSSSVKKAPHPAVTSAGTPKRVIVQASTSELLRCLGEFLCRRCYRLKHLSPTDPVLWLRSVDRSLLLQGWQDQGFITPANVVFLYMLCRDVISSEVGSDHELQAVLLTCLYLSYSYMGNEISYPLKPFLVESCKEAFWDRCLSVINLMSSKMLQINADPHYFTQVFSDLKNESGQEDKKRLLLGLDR
CAL PDZ FP-2: inhibitors of human CAL PDZ peptide binding; Q9HD26; purified CAL PDZ, TMR-peptide fluorescence polarization, 1 h; inhibition, % at 20 µM; 330,000 tested, 0.02% active; AID 504414;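 active = highest replicate inhibition of at least 40%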;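 also: plate controls were DMSO neutral control wells for no effect and unlabeled competitor peptide control wells for full effect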
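Test system: tagged CAL PDZ domain / Buffer or medium: sodium phosphate/NaCl buffer pH 7.4 with TCEP, IgG, Thesit / Reagent: TMR-labelled reporter peptide T*-PRC34 bound in PDZ groove / Compound dosing: single point, 20 µM / Schedule: 1 h incubation at room temperature before polarization reading / Technique: fluorescence polarization (mP) / Benchmarks: unlabelled peptide, DMSO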
V-ATPase pHluor: regulators of yeast V-ATPase proton transport; AID 504577; 350,000 tested, 0.37% active; S. cerevisiae, pHLuorin cytosolic pH fluorescence; response, % at 10 µM; in the data active = response mostly above about 7.3%, no sharp cut-off; inactive = mostly below about 5.4%; also: actives read high; inactives centre near 0; some compounds called inactive have numbers as strong as hits
* = called active by the depositor. This is a random part of the collection; any-hit rate near 4.1%.

Results for CC12C=CC(=O)C=C1CCC1C2C(=O)C[C@@]2(C)C1CCC2(O)C(=O)CO (stereo partly specified) ?
Tat transport: 0; cardiac RTF act: -8; Wnt bcat act: -5; dFosB act: 0; Rtt109 Vps75: -11; MITF act: 8; CAL PDZ FP-1: -3; CDK5 inh: 0.6; CAL PDZ FP-2: -0.1; V-ATPase pHluor: 0

Results for O=C(Nc1ccc(F)cc1)c1ccc(COc2ccccc2)cc1 ?
Tat transport: -4; cardiac RTF act: 6; Wnt bcat act: -1; dFosB act: 9; Rtt109 Vps75: 1; MITF act: 21; CAL PDZ FP-1: -1; CDK5 inh: -0.8; CAL PDZ FP-2: -0.5; V-ATPase pHluor: -1

How did CN1C(=O)CC(N2CCN(C(=O)c3ccccc3)CC2)C1=O (stereo unspecified) do in these assays?
Tat transport: -3; cardiac RTF act: 1; dFosB act: 3; Rtt109 Vps75: 4; MITF act: 11; CAL PDZ FP-1: -1; CDK5 inh: -1.9; CAL PDZ FP-2: 0.1; V-ATPase pHluor: -2

How did COCCn1c(SCC(=O)Nc2ccc(NC(=O)c3ccco3)c(OC)c2)nc2ccccc2c1=O do in these assays?
Tat transport: -2; cardiac RTF act: 21; Wnt bcat act: -4; dFosB act: -5; Rtt109 Vps75: -25; MITF act: 0; CAL PDZ FP-1: -4; CDK5 inh: -2.1; CAL PDZ FP-2: -2.1; V-ATPase pHluor: -2

How did CCOC(=O)C1=C(COC(=O)C2CC(=O)N(c3ccc(C)cc3)C2)NC(=O)NC1C (stereo unspecified) do in these assays?
Tat transport: 1; cardiac RTF act: -5; Wnt bcat act: -3; dFosB act: -3; Rtt109 Vps75: -2; MITF act: 6; CDK5 inh: -2.3; CAL PDZ FP-2: -2.2

How did O=C(c1ccccn1)C1CCCN(Cc2nc(Cc3cccc(F)c3)no2)C1 (stereo unspecified) do in these assays?
Tat transport: -2; cardiac RTF act: 1; Wnt bcat act: -5; dFosB act: 2; Rtt109 Vps75: -10; MITF act: -8; CAL PDZ FP-1: -1; CDK5 inh: -0.3; CAL PDZ FP-2: -0.1; V-ATPase pHluor: 3

What do the screens show for `COC(=O)c1[nH]c2ccccc2c1NS(=O)(=O)c1ccc(F)c(C)c1`?
Tat transport: 13; cardiac RTF act: 1; Wnt bcat act: -1; dFosB act: -2; Rtt109 Vps75: 4; MITF act: 8; CAL PDZ FP-1: -2; CDK5 inh: 0.3; CAL PDZ FP-2: -0.2; V-ATPase pHluor: -4

What do the screens show for `Cc1ccc(NC(=O)C2CCCN(S(=O)(=O)c3ccc4[nH]c(=O)ccc4c3)C2)cc1C` (stereo unspecified)?
Tat transport: 10; cardiac RTF act: 1; Wnt bcat act: 3; dFosB act: 2; Rtt109 Vps75: -1; MITF act: -3; CAL PDZ FP-1: 2; CDK5 inh: 1.2; CAL PDZ FP-2: 0.7; V-ATPase pHluor: 0

Results for COC(=O)c1ccccc1NC(=O)CSc1nnc(-c2cccnc2)n1N ?
Tat transport: 1; cardiac RTF act: 1; Wnt bcat act: 0; dFosB act: -7; Rtt109 Vps75: 1; MITF act: 3; CAL PDZ FP-1: 18; CDK5 inh: -0.9; CAL PDZ FP-2: -1.1; V-ATPase pHluor: 1

Results for Cc1cc2c(cc1S(=O)(=O)NCC(C)c1ccccc1)n(C)c(=O)c(=O)n2C (stereo unspecified) ?
Tat transport: 0; cardiac RTF act: 4; Wnt bcat act: -2; dFosB act: 0; Rtt109 Vps75: 4; MITF act: 3; CAL PDZ FP-1: 1; CDK5 inh: -0.2; CAL PDZ FP-2: 2.0; V-ATPase pHluor: 1

How did COC(=O)c1ccccc1NC(=O)C1CCCN(S(=O)(=O)c2ccc(OC)cc2)C1 (stereo unspecified) do in these assays?
Tat transport: 3; cardiac RTF act: 7; Wnt bcat act: -2; dFosB act: -5; Rtt109 Vps75: -1; MITF act: -5; CAL PDZ FP-1: 9; CDK5 inh: -0.7; V-ATPase pHluor: -4

How did Cc1ccc(C)c(NC(=O)CCn2cnnn2)c1 do in these assays?
Tat transport: 3; cardiac RTF act: -3; Wnt bcat act: 2; dFosB act: 6; Rtt109 Vps75: -7; MITF act: -14; CAL PDZ FP-1: -1; CDK5 inh: -0.5; CAL PDZ FP-2: 0.0; V-ATPase pHluor: 1

What do the screens show for `O=C(c1cc(COc2ccc(F)cc2Cl)on1)N1CCC(OCc2cccnc2)CC1`?
Tat transport: 1; cardiac RTF act: 0; Wnt bcat act: -1; dFosB act: -9; Rtt109 Vps75: -1; MITF act: -2; CAL PDZ FP-1: 1; CDK5 inh: -0.2; CAL PDZ FP-2: -0.2; V-ATPase pHluor: -2

Results for COc1ccc(NC(=O)Nc2ccccc2F)c(C)c1 ?
Tat transport: -2; cardiac RTF act: -6; Wnt bcat act: -4; dFosB act: 1; MITF act: 38; CAL PDZ FP-1: -1; CDK5 inh: 2.9; CAL PDZ FP-2: -1.6; V-ATPase pHluor: -3

How did CN(Cc1ccc(F)cc1)C(=O)COc1ccc2ccccc2c1 do in these assays?
Tat transport: -2; cardiac RTF act: -6; Wnt bcat act: 0; dFosB act: -4; Rtt109 Vps75: -2; MITF act: -6; CAL PDZ FP-1: -2; CDK5 inh: 0.1; CAL PDZ FP-2: -2.7; V-ATPase pHluor: 0

Brought forward from above: three compounds, followed by the next part.
What do the screens show for `O=C(c1cc(COc2ccc(F)cc2Cl)on1)N1CCC(OCc2cccnc2)CC1`?
Tat transport: 1; cardiac RTF act: 0; Wnt bcat act: -1; dFosB act: -9; Rtt109 Vps75: -1; MITF act: -2; CAL PDZ FP-1: 1; CDK5 inh: -0.2; CAL PDZ FP-2: -0.2; V-ATPase pHluor: -2

Results for COc1ccc(NC(=O)Nc2ccccc2F)c(C)c1 ?
Tat transport: -2; cardiac RTF act: -6; Wnt bcat act: -4; dFosB act: 1; MITF act: 38; CAL PDZ FP-1: -1; CDK5 inh: 2.9; CAL PDZ FP-2: -1.6; V-ATPase pHluor: -3

How did CN(Cc1ccc(F)cc1)C(=O)COc1ccc2ccccc2c1 do in these assays?
Tat transport: -2; cardiac RTF act: -6; Wnt bcat act: 0; dFosB act: -4; Rtt109 Vps75: -2; MITF act: -6; CAL PDZ FP-1: -2; CDK5 inh: 0.1; CAL PDZ FP-2: -2.7; V-ATPase pHluor: 0

What do the screens show for `Cn1nnc(NC(=O)CSc2ncn[nH]2)n1`?
Tat transport: -1; cardiac RTF act: -2; Wnt bcat act: 3; dFosB act: 1; Rtt109 Vps75: 1; MITF act: 3; CAL PDZ FP-1: -3; CDK5 inh: 0.2; CAL PDZ FP-2: -1.4; V-ATPase pHluor: 0

How did O=C(COc1ccc2ccccc2c1)NCCn1ccc2ccccc21 do in these assays?
Tat transport: 8; cardiac RTF act: -2; Wnt bcat act: 1; dFosB act: -4; Rtt109 Vps75: -1; MITF act: 1; CDK5 inh: 0.8; CAL PDZ FP-2: -1.3; V-ATPase pHluor: 0

How did COc1ccccc1N(C)S(=O)(=O)c1ccc(C(=O)OCC(=O)Nc2cc(C)on2)cc1 do in these assays?
Tat transport: -12; cardiac RTF act: -1; Wnt bcat act: -1; dFosB act: -11; MITF act: -3; CAL PDZ FP-1: -6; CDK5 inh: -1.6; CAL PDZ FP-2: -1.2; V-ATPase pHluor: 0

How did O=C(NCCCCc1ccccc1)C12CN(Cc3ccccc3)CC1C(c1ccc([N+](=O)[O-])cc1)=NO2 (stereo unspecified) do in these assays?
Tat transport: -1; cardiac RTF act: 3; Wnt bcat act: -5; dFosB act: 2; Rtt109 Vps75: 7; MITF act: -5; CAL PDZ FP-1: -2; CDK5 inh: -8.3; CAL PDZ FP-2: 1.1; V-ATPase pHluor: 3

How did CC1Cc2cc(S(=O)(=O)N3CCN(c4ccc(Cl)cc4)CC3)ccc2N1C(=O)C1CC1 (stereo unspecified) do in these assays?
Tat transport: 0; cardiac RTF act: -3; Wnt bcat act: -6; dFosB act: -15; Rtt109 Vps75: 1; MITF act: -29; CAL PDZ FP-1: 5; CDK5 inh: 2.4; CAL PDZ FP-2: -1.0; V-ATPase pHluor: -2

What do the screens show for `CC1=C(C)CS(=O)N(S(=O)(=O)c2ccc(Cl)cc2)C1` (stereo unspecified)?
Tat transport: 0; cardiac RTF act: 1; dFosB act: -6; Rtt109 Vps75: 15; MITF act: -29; CAL PDZ FP-1: -1; CDK5 inh: 6.2; CAL PDZ FP-2: -0.5; V-ATPase pHluor: 4

How did O=C(CSc1nc2[nH]ncc2c(=O)n1-c1ccccc1Br)NCc1ccccc1Cl do in these assays?
Tat transport: 0; cardiac RTF act: 4; Wnt bcat act: -1; dFosB act: -8; Rtt109 Vps75: 3; MITF act: -12; CDK5 inh: -0.2; CAL PDZ FP-2: -2.9; V-ATPase pHluor: 3

How did CC(C)c1ccc(NC(=O)CSc2nc3ccsc3c(=O)n2Cc2ccc(C(=O)O)cc2)cc1 do in these assays?
Tat transport: -4; cardiac RTF act: -5; Wnt bcat act: -4; dFosB act: -7; Rtt109 Vps75: 32; MITF act: -1; CAL PDZ FP-1: -2; CDK5 inh: -3.7; CAL PDZ FP-2: -3.4; V-ATPase pHluor: -4

Results for CCNC(=O)COc1cc(C)c(Cl)c(C)c1 ?
Tat transport: -8; cardiac RTF act: -2; Wnt bcat act: -5; dFosB act: -3; Rtt109 Vps75: 13; MITF act: -6; CAL PDZ FP-1: 4; CAL PDZ FP-2: -0.4; V-ATPase pHluor: 0

Results for O=C(NCC(=O)N(c1cccc(F)c1)C(C(=O)NC1CCCC1)c1ccncc1)c1ccco1 (stereo unspecified) ?
Tat transport: 5; cardiac RTF act: -4; Wnt bcat act: -3; dFosB act: -14; Rtt109 Vps75: -16; MITF act: 2; CAL PDZ FP-1: -1; CDK5 inh: 0.0; CAL PDZ FP-2: -4.3; V-ATPase pHluor: -1

What do the screens show for `Cc1ccccc1OCC(=O)Nc1nnc(C2CCCCC2)s1`?
Tat transport: -11; cardiac RTF act: 3; Wnt bcat act: 0; dFosB act: -9; Rtt109 Vps75: 1; CDK5 inh: -2.9; CAL PDZ FP-2: -1.8; V-ATPase pHluor: -6

Results for Cc1ccc(S(=O)(=O)N[C@@H](C)C(=O)N2CCC(C(=O)N3CCC[C@H]3C(=O)O)CC2)cc1 ?
Tat transport: -1; cardiac RTF act: -2; Wnt bcat act: 1; dFosB act: -2; Rtt109 Vps75: -5; MITF act: 5; CAL PDZ FP-1: -1; CDK5 inh: -0.5; CAL PDZ FP-2: -0.7; V-ATPase pHluor: 0

How did CN(CCc1ccccc1)C(=O)c1cccc(NC(=O)Cc2cccc(NC(=O)C3CCN(C(=O)C4CCC4)CC3)c2)c1 do in these assays?
Tat transport: 9; cardiac RTF act: -6; Wnt bcat act: -2; dFosB act: -12; Rtt109 Vps75: -3; MITF act: -8; CAL PDZ FP-1: -3; CDK5 inh: 4.0; CAL PDZ FP-2: -1.4; V-ATPase pHluor: 2
